HIV fusion peptide – inhibitors of HIV fusion peptide binding, primary screen, biochemical, uHTS, fluorescence dequenching (AID 1986); cell-free peptide binding, fluorescence dequenching, 30 min; higher % means a stronger effect; one-dose inhibition, % at 20 µM; IC50 in µM for titrated hits; 290,000 tested, 0.3% active; in the data active means inhibition mostly above about 52%, no sharp cut-off; inactive means mostly below about 76%; further: some results filed as inactive read as strong as hits
GPR35 arrestin U2OS – inhibition of zaprinast-stimulated GPR35 beta-arrestin translocation – imaging, U2OS, beta-arrestin-GFP, zaprinast agonist, primary screen (AID 2058); 290,000 tested, 0.052% active; U2OS GPR35 beta-arrestin-GFP translocation imaging, zaprinast antagonism; higher % means a stronger effect; inhibition, % at 10 µM; hits with a dose series show IC50 in µM;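 active means inhibition of at least 50% with at least 30 cells and total cytoplasm GFP at most 10,000,000; inconclusive means under 30 cells or total GFP of 10,000,000 plus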
NTR1 ag – NTR1-driven beta-arrestin-GFP spot formation – imaging, U2OS cells, high content, primary screen (AID 493036) | activation, % at 20 µM | agonist mode | 330,000 tested, 0.17% active;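 active means activation at or above 40% of the spot to cytoplasm intensity ratio, with at least 20 cells analyzed; inconclusive means wells under 20 cells, flagged as cytotoxic or low count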;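 further: 0% = DMSO without peptide and 100% = 100 nM NTR1 peptide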
Target sequence (P30989 whole entry, looked up): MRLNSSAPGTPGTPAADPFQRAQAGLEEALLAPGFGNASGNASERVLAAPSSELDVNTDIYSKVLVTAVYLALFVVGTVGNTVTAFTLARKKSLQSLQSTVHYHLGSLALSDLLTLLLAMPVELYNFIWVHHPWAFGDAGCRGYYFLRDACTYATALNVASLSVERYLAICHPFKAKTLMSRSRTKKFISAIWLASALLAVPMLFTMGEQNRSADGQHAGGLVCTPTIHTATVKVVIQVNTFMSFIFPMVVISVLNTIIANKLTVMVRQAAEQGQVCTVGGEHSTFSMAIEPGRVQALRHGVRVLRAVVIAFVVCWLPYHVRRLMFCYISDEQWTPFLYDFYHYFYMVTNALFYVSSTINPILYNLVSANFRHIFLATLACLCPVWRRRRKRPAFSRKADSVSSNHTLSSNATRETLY
Siah-1 displacement – Siah-1 peptide-binding antagonists, primary screen, biochemical, fluorescence polarization, rhodamine-plectin, uHTS (AID 1817) | Siah-1 / rhodamine-plectin peptide fluorescence polarization; higher % means a stronger effect | one-dose displacement, % at 20 µM; IC50 in µM for titrated hits | 290,000 tested, 0.02% active;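 active means displacement of at least 50% at 20 µM, with a fluorescence ratio check between 0.3 and a set limit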;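 further: plate controls were Siah plus tracer with DMSO for no effect and tracer alone without Siah for full effect; strong numbers were not always called active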
PhoP inhibition – inhibitors of PhoP regulon expression, primary screen, Salmonella Typhimurium, GFP reporter (AID 1863); S. Typhimurium PhoP-regulated promoter GFP reporter, 4 h; higher % means a stronger effect; inhibition, % at 50 µM, or IC50 in µM where a hit was titrated; 300,000 tested, 0.16% active;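 active means inhibition over 29.93%, a cutoff 3 SD above the screen mean, later confirmed by dose response; inconclusive means inhibition over 29.93% but no dose response follow-up; inactive means inhibition at most 29.93% or unconfirmed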;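 further: 0% = low Mg2+ inducing control and 100% = high Mg2+ repressing control; strong numbers were not always called active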
LYP inhibition – inhibitors of LYP phosphatase, biochemical, fluorescence intensity, uHTS (AID 1779). recombinant LYP phosphatase, fluorescence intensity; higher % means a stronger effect. inhibition, % at 11.5 µM; hits with a dose series show IC50 in µM. 290,000 tested, 0.054% active; in the data active means inhibition above about 50%;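 further: plate controls were vehicle with enzyme for no effect and no enzyme for full effect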
Myeloid diff 2 – myeloid differentiation induction; ER-HoxA9 myeloid progenitors, lysozyme-GFP differentiation, flow cytometry; calls only at 10 µM; 360,000 tested, 1% active; AID 624256;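 active means normalized GFP-positive differentiation at or above the plate's own cutoff, the solvent-only control mean plus 3 SD; inconclusive means no clear call, values can overlap the other calls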;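 further: cells exposed to compound for four days before flow analysis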
MgcRacGAP inhibition – MgcRacGAP GTPase-activating activity inhibitors, confirmation, biochemical, ADP Hunter fluorescence; MgcRacGAP-stimulated Rac1 GTP hydrolysis, ADP Hunter fluorescence; higher % means a stronger effect; GST-tagged Rac1 F28L mutant substrate; inhibition, % at 30 µM, or IC50 in µM where a hit was titrated; 340,000 tested, 0.6% active; AID 624330;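 active means first-screen hits whose inhibition reached a set limit at any dose in the follow-up dose series; inconclusive means inhibition above the set first-screen limit but never retested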;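 further: fluorescence reports GDP produced by GAP-driven GTP hydrolysis; strong numbers were not always called active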
GPR55 LPI antagonism – GPR55 antagonists blocking LPI-driven arrestin recruitment, primary screen, imaging, U2OS, beta-arrestin-GFP, LPI agonist (AID 2013) | U2OS GPR55 beta-arrestin-GFP translocation imaging, LPI antagonism; higher % means a stronger effect | 290,000 tested, 0.13% active | inhibition, % at 10 µM, or IC50 in µM where a hit was titrated;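 active means spots per cell inhibited over 60%, with over 100 cells counted and total cytoplasm intensity under 500,000; inconclusive means wells with under 100 cells, flagged as likely toxic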;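 further: U2OS cells stably carrying GPR55 and arrestin-GFP stimulated by 5 µM LPI near EC80; imaged beta-arrestin-GFP aggregate spots per cell after agonist stimulation; plate controls were LPI-stimulated DMSO wells for no effect and DMSO wells without LPI for full effect; some results filed as inactive read as strong as hits; confirmed hits need IC50 under 10 µM and bright autofluorescent wells are also inconclusive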
NTR1 ag cell count 20 µM – recorded beside NTR1 ag, whose call it bears; cell count; measured here: cell count, cytotoxicity flag
Myeloid diff 2 GFP+ MAC1+ % – recorded beside Myeloid diff 2, whose call it bears; GFP+ MAC1+ double positive, %; measured here: differentiation confirmed by MAC1 staining
Starred values were filed as active, the others as inactive; & = joins results of further samples. Hits appear at their usual frequency (roughly 2.4% active in at least one column).

Results for COc1ccc2[nH]c3nc(SCC(=O)Nc4cccc(NC(C)=O)c4)nnc3c2c1 ?
HIV fusion peptide: -0.1%; GPR35 arrestin U2OS: -8.2%; NTR1 ag: 1.0; Siah-1 displacement: -4.0%; PhoP inhibition: -3.7%; LYP inhibition: -4.5%; Myeloid diff 2: inactive; MgcRacGAP inhibition: 3.4%; GPR55 LPI antagonism: -4.8%; NTR1 ag cell count 20 µM: 46; Myeloid diff 2 GFP+ MAC1+ %: 0.4

Results for Cc1ccc(NC(=O)CN(C)C(=O)COC(=O)CNS(=O)(=O)c2ccc(F)c(F)c2F)cc1 ?
NTR1 ag: 3.8; PhoP inhibition: -3.9%; Myeloid diff 2: inactive; MgcRacGAP inhibition: 1.8%; NTR1 ag cell count 20 µM: 26; Myeloid diff 2 GFP+ MAC1+ %: 0.3

How did CCN(CC)c1ccc(C(=O)N/N=C/c2ccccc2OC(F)F)cc1 do in these assays?
HIV fusion peptide: 0.9%; GPR35 arrestin U2OS: 1.9%; NTR1 ag: 2.5; Siah-1 displacement: 9.0%; PhoP inhibition: -5.2%; LYP inhibition: 7.1%; Myeloid diff 2: inactive; MgcRacGAP inhibition: 9.0%; GPR55 LPI antagonism: 0.9%; NTR1 ag cell count 20 µM: 100; Myeloid diff 2 GFP+ MAC1+ %: 0.0

Results for Cn1nnnc1SCc1ccc(C(=O)Nc2nccs2)cc1 ?
HIV fusion peptide: -1.7%; GPR35 arrestin U2OS: 0.7%; NTR1 ag: 3.7; Siah-1 displacement: -0.2%; PhoP inhibition: 6.9%; LYP inhibition: -2.1%; Myeloid diff 2: inactive; MgcRacGAP inhibition: 5.2%; GPR55 LPI antagonism: 4.2%; NTR1 ag cell count 20 µM: 67; Myeloid diff 2 GFP+ MAC1+ %: 0.9

Results for O=C(Nc1nnc(-c2cccnc2)s1)c1cccs1 ?
HIV fusion peptide: 0.2%; GPR35 arrestin U2OS: -2.6%; NTR1 ag: -0.8; Siah-1 displacement: -0.2%; LYP inhibition: -1.1%; Myeloid diff 2: inactive; MgcRacGAP inhibition: -6.7%; GPR55 LPI antagonism: -6.9%; NTR1 ag cell count 20 µM: 57; Myeloid diff 2 GFP+ MAC1+ %: 0.4

What do the screens show for `O=S1(=O)N=C(Nc2nncs2)c2ccccc21`?
HIV fusion peptide: 7.3%; GPR35 arrestin U2OS: 7.7%; NTR1 ag: 0.9; Siah-1 displacement: -1.3%; PhoP inhibition: -5.7%; LYP inhibition: 1.8%; Myeloid diff 2: inactive; MgcRacGAP inhibition: 8.6%; GPR55 LPI antagonism: 0.6%; NTR1 ag cell count 20 µM: 97; Myeloid diff 2 GFP+ MAC1+ %: 8.2

How did CCCNC(=O)Cn1c(=O)oc2cc(S(=O)(=O)N3CC(C)CC(C)C3)ccc21 (centres undefined) do in these assays?
HIV fusion peptide: -2.6%; GPR35 arrestin U2OS: 18.7%; NTR1 ag: -0.6; Siah-1 displacement: 2.9%; PhoP inhibition: 3.5%; LYP inhibition: -6.5%; Myeloid diff 2: inactive; MgcRacGAP inhibition: 3.9%; GPR55 LPI antagonism: 3.4%; NTR1 ag cell count 20 µM: 56; Myeloid diff 2 GFP+ MAC1+ %: 0.6

How did COC(=O)c1cccc(NC(=O)Nc2ccc(Cl)c(Cl)c2)c1 do in these assays?
HIV fusion peptide: -3.6%; GPR35 arrestin U2OS: 6.1%; NTR1 ag: 26.4; Siah-1 displacement: 5.1%; PhoP inhibition: -4.6%; LYP inhibition: -2.2%; Myeloid diff 2: inactive; MgcRacGAP inhibition: -0.1%; GPR55 LPI antagonism: 7.9%; NTR1 ag cell count 20 µM: 63; Myeloid diff 2 GFP+ MAC1+ %: 0.5

What do the screens show for `Cc1cc(C)c2c(=O)[nH]c(SCC(=O)NCc3ccccc3)nc2n1`?
HIV fusion peptide: 0.2%; GPR35 arrestin U2OS: 20.0%; NTR1 ag: 2.9; Siah-1 displacement: 1.0%; PhoP inhibition: -14.6%; LYP inhibition: -6.3%; Myeloid diff 2: inactive; MgcRacGAP inhibition: -1.1%; GPR55 LPI antagonism: -9.8%; NTR1 ag cell count 20 µM: 48; Myeloid diff 2 GFP+ MAC1+ %: 3.4

What do the screens show for `O=C(NCc1ccc2c(c1)OCO2)C1CCN(S(=O)(=O)c2ccc(F)cc2)CC1`?
HIV fusion peptide: 0.6%; GPR35 arrestin U2OS: 0.6%; NTR1 ag: 0.4; Siah-1 displacement: 8.8%; PhoP inhibition: -4.7%; LYP inhibition: -3.9%; Myeloid diff 2: inconclusive; MgcRacGAP inhibition: -1.1%; GPR55 LPI antagonism: 3.7%; NTR1 ag cell count 20 µM: 46

How did CC1(C)CCCC2=C1CC1C(=O)N(c3ccccc3)C(=O)C1C2 (centres undefined) do in these assays?
HIV fusion peptide: -0.3%; GPR35 arrestin U2OS: -4.4%; NTR1 ag: 0.4; Siah-1 displacement: 2.6%; PhoP inhibition: 2.9%; LYP inhibition: -6.1%; Myeloid diff 2: inactive; MgcRacGAP inhibition: 5.8%; GPR55 LPI antagonism: -26.1%; NTR1 ag cell count 20 µM: 50; Myeloid diff 2 GFP+ MAC1+ %: 0.3

Results for COc1ccc(NC(=O)CN(C)C(=O)C2CC(=O)N(Cc3ccc(C)cc3)C2)cc1 (centres undefined) ?
NTR1 ag: -0.8; PhoP inhibition: -3.0%; Myeloid diff 2: inactive; MgcRacGAP inhibition: 7.8%; NTR1 ag cell count 20 µM: 61; Myeloid diff 2 GFP+ MAC1+ %: 0.8

What do the screens show for `Cn1ncc2c(=O)[nH]cnc21`?
HIV fusion peptide: -0.5%; GPR35 arrestin U2OS: 1.3%; NTR1 ag: -0.3; Siah-1 displacement: 0.8%; PhoP inhibition: 4.9%; LYP inhibition: -0.2%; Myeloid diff 2: inactive; MgcRacGAP inhibition: 10.2%; GPR55 LPI antagonism: 3.4%; NTR1 ag cell count 20 µM: 92; Myeloid diff 2 GFP+ MAC1+ %: 0.3

What do the screens show for `CN(C)c1ccc(C(=O)OCc2ccc(Br)cc2)cc1`?
HIV fusion peptide: -0.8%; GPR35 arrestin U2OS: -1.3%; NTR1 ag: 1.8; Siah-1 displacement: 1.3%; PhoP inhibition: -3.6%; LYP inhibition: -6.2%; Myeloid diff 2: inactive; MgcRacGAP inhibition: 7.0%; GPR55 LPI antagonism: 10.3%; NTR1 ag cell count 20 µM: 59; Myeloid diff 2 GFP+ MAC1+ %: 0.5

What do the screens show for `O=C(NC1CC2CCC1C2)C1CCN(S(=O)(=O)c2ccc(-c3nn[nH]n3)cc2)CC1` (centres undefined)?
HIV fusion peptide: -0.2%; GPR35 arrestin U2OS: 0.0%; NTR1 ag: -0.9; Siah-1 displacement: 3.0%; PhoP inhibition: -0.1%; LYP inhibition: -8.6%; Myeloid diff 2: inactive; MgcRacGAP inhibition: 10.8%; GPR55 LPI antagonism: 1.9%; NTR1 ag cell count 20 µM: 51; Myeloid diff 2 GFP+ MAC1+ %: 1.7

How did CCOc1ccc(N(C)S(=O)(=O)c2ccc3[nH]cc(C(=O)NCC4CCCO4)c(=O)c3c2)cc1 (centres undefined) do in these assays?
HIV fusion peptide: 6.7%; GPR35 arrestin U2OS: -10.4%; NTR1 ag: -0.3; Siah-1 displacement: -1.0%; PhoP inhibition: 0.5%; LYP inhibition: -2.1%; Myeloid diff 2: inactive; MgcRacGAP inhibition: 13.8%; GPR55 LPI antagonism: 8.3%; NTR1 ag cell count 20 µM: 56; Myeloid diff 2 GFP+ MAC1+ %: 0.9

Results for CCOc1ccc(N(CC(=O)N2CCN(c3ccc(F)cc3)CC2)S(=O)(=O)c2c(C)noc2C)cc1 ?
HIV fusion peptide: -0.4%; GPR35 arrestin U2OS: -4.0%; NTR1 ag: 0.4; Siah-1 displacement: -5.5%; PhoP inhibition: 5.2%; LYP inhibition: -5.5%; Myeloid diff 2: inactive; MgcRacGAP inhibition: -31.6%; GPR55 LPI antagonism: -26.9%; NTR1 ag cell count 20 µM: 58; Myeloid diff 2 GFP+ MAC1+ %: 0.0

Results for CCN(CC)C(=O)[C@]1(c2ccccc2)C[C@@H]1CN ?
HIV fusion peptide: -1.0%; GPR35 arrestin U2OS: -15.9%; NTR1 ag: 1.8; Siah-1 displacement: 5.0%; PhoP inhibition: 7.6%&-8.7%; LYP inhibition: -5.7%; GPR55 LPI antagonism: 7.6%; NTR1 ag cell count 20 µM: 73

What do the screens show for `O=C(Nc1cnc2ccccc2c1)c1cccnc1`?
HIV fusion peptide: -1.4%; GPR35 arrestin U2OS: 22.4%; NTR1 ag: 0.4; Siah-1 displacement: 0.8%; PhoP inhibition: -0.3%; LYP inhibition: -2.5%; Myeloid diff 2: inactive; MgcRacGAP inhibition: 6.7%; GPR55 LPI antagonism: 2.3%; NTR1 ag cell count 20 µM: 97; Myeloid diff 2 GFP+ MAC1+ %: 2.6

What do the screens show for `COc1ccc(C(=O)OCC(=O)NC2CCCC2)c(OC)c1`?
HIV fusion peptide: -0.7%; GPR35 arrestin U2OS: 2.4%; NTR1 ag: 0.3; Siah-1 displacement: -1.0%; PhoP inhibition: -6.6%; LYP inhibition: -2.8%; Myeloid diff 2: inactive; MgcRacGAP inhibition: -5.1%; GPR55 LPI antagonism: -3.5%; NTR1 ag cell count 20 µM: 94; Myeloid diff 2 GFP+ MAC1+ %: 0.1

How did CCOC(=O)C1(Cc2ccccc2C)CCCN(C(=O)CCc2c(C)noc2C)C1 (centres undefined) do in these assays?
HIV fusion peptide: -1.8%; GPR35 arrestin U2OS: -7.9%; NTR1 ag: 0.0; Siah-1 displacement: -2.0%; PhoP inhibition: 2.5%; LYP inhibition: -12.3%; Myeloid diff 2: inactive; MgcRacGAP inhibition: 9.2%; GPR55 LPI antagonism: -0.9%; NTR1 ag cell count 20 µM: 52; Myeloid diff 2 GFP+ MAC1+ %: 2.0
